Assay outcomes deposited in PubChem by NMMLSC.
RGS4-Gao reg = modulators of RGS4 binding to Galphao, primary screen, biochemical, multiplexed bead flow cytometry; 0.33% of 220,000 active; AID 1415, 2008; actives lie on both sides; Guanine nucleotide-binding protein G(o) subunit alpha (Homo sapiens), P09471; binding response (% of control), % at 10 µM; in the data active means binding response below about 49% or above about 150%; inactive means in between;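 further: fluorescent Galphao activated with aluminum fluoride binding bead-coupled RGS4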
Bim-Bcl-2 = inhibitors of Bim-Bcl-2 binding, primary screen, biochemical, multiplexed, human Bcl-2 family; Bead-based flow cytometry, Bim peptide-Bcl-2 binding; Apoptosis regulator Bcl-2 (Homo sapiens), P10415; inhibition, % at 10 µM; 0.06% of 190,000 active; AID 950, 2007; in the data active means inhibition above about 40%; inconclusive means no clear call, values can overlap the other calls;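 further: 0% = no compound wells with probe peptide and 100% = reference peptide inhibitor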
GSH fluor = compound fluorescence on glutathione beads, profiling panel, artefact control, biophysical, 488/530 nm, flow cytometry. 0.25% of 190,000 active. GSH beads flow cytometry, compound fluorescence 488/530 nm; hits give high values. fluorescence (KMESF) at 10 µM; in the data active means fluorescence above about 89;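 further: glutathione beads carrying GST-tagged Bcl family fusion proteins plus one bare bead set; values are compound well signal with DMSO vehicle wells as background; inactives centre near 16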
RGS8-Gao reg = RGS8-Galphao binding modulators, primary screen, biochemical, multiplexed bead flow cytometry; actives lie on both sides; 0.34% of 220,000 active; response (percent of control binding), % at 10 µM; Guanine nucleotide-binding protein G(o) subunit alpha (Homo sapiens), P09471; in the data active means response below about 60% or above about 140%; inactive means in between;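 further: Galphao activated as the GDP aluminium fluoride complex binding bead-coupled RGS8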
RGS7-Gao = RGS7-Galphao binding modulators, primary screen, biochemical, multiplexed bead flow cytometry | 0.35% of 220,000 active | AID 1439, 2008 | binding response (% of control), % at 10 µM | actives lie on both sides | Guanine nucleotide-binding protein G(o) subunit alpha (Homo sapiens), P09471; in the data active means binding response below about 49% or above about 150%; inconclusive means no clear call, values can overlap the other calls; inactive means in between;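 further: fluorescent Galphao held in activated GDP-AlF4 state binding bead-coupled RGS7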
Bcl-B Bim block = inhibitors of Bim-Bcl-B binding, primary screen, biochemical, multiplexed, human Bcl-2 family. Bcl-2-like protein 10 (Homo sapiens), Q9HD36. bead-based flow cytometry, Bim peptide-Bcl-B binding. inhibition, % at 10 µM. 0.073% of 190,000 active;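 further: 0% = tracer peptide without compound and 100% = reference inhibitor peptide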
Target sequence (Q9HD36 whole entry, looked up): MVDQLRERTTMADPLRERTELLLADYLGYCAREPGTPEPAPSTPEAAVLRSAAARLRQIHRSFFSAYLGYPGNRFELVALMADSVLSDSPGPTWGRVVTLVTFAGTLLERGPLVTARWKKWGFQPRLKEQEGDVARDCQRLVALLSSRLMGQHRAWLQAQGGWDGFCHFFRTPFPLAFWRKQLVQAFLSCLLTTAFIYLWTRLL
ABCG2 block = ABCG2 efflux pump inhibitors, primary screen, multiplex with ABCB1, IgMXP3 cells, flow cytometry; Broad substrate specificity ATP-binding cassette transporter ABCG2 (Homo sapiens), Q9UNQ0; JC-1 efflux; inhibition, % at 6.6 µM; 0.1% of 190,000 active;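 active means inhibition above 80%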;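 further: 0% = DMSO and 100% = nicardipine control wells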
Target sequence (Q9UNQ0 whole entry, looked up): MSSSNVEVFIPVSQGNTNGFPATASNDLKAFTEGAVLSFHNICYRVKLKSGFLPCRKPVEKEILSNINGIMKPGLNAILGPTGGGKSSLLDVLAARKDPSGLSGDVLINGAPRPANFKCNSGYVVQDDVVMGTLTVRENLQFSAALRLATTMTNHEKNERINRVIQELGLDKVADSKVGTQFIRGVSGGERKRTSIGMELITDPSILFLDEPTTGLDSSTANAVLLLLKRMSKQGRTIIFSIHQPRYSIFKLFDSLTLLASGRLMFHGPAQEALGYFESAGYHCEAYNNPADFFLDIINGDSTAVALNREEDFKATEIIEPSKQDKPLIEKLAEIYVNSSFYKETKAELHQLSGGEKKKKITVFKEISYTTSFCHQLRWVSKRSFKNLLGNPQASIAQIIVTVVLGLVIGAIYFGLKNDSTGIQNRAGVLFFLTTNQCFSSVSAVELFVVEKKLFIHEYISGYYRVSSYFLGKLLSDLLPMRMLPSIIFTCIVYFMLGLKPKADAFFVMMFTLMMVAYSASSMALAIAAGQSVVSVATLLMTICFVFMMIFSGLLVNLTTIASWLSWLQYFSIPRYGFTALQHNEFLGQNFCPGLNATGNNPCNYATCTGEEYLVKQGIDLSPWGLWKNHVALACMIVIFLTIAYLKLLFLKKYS
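Test system: IgMXP3 (ABCG2) plus far-red-tagged CCRF-Adr (ABCB1) cells. Reagent: JC-1 dye as substrate. Timing: 10 min exposure at 25 °C with rotation, no wash. Measured by: flow cytometric JC-1 green MFI at 530 nm. Read-out: percent efflux inhibition, scaled nicardipine 100% to DMSO 0%. Control set: nicardipine and DMSO wells.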
ABCB1 inh = ABCB1 efflux pump inhibitors, primary screen, cell-based, multiplex, flow cytometry, ABCG2 counter-screen. ATP-dependent translocase ABCB1 (Homo sapiens), P08183. CCRF-Adr cells, JC-1 efflux. inhibition, % at 6.6 µM. 0.067% of 190,000 active. AID 1326, 2008; in the data active means inhibition above about 40%;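 further: 0% = vehicle and 100% = reference inhibitor; higher value means more JC-1 retained so stronger ABCB1 efflux block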
Bcl-W Bim block = inhibitors of Bim binding to Bcl-W, primary screen, biochemical, multiplexed, bead-based flow cytometry; Bim peptide-Bcl-W binding; Bcl-2-like protein 2 (Homo sapiens), Q92843; inhibition, % at 10 µM; 0.02% of 190,000 active;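 further: 0% = bound tracer without compound and 100% = peptide blocker; higher means less fluorescent Bim peptide bound to Bcl-W beads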
Target sequence (Q92843 whole entry, looked up): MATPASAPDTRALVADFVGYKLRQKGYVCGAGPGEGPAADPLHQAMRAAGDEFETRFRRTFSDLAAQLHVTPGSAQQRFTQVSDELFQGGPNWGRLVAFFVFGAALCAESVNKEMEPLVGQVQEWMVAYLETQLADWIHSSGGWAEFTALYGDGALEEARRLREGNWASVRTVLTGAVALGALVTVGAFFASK
Bim-Bfl-1 = inhibitors of Bim binding to Bfl-1, primary screen, biochemical, multiplexed, bead-based flow cytometry. Bcl-2-related protein A1 (Homo sapiens), Q16548. Bim-Bfl-1 binding inhibition. 0.12% of 190,000 active. AID 1008, 2008. inhibition, % at 10 µM;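 further: 0% = wells without compound plus tracer and 100% = blocker peptide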
Bim-Bcl-XL = inhibitors of Bim-Bcl-XL binding, primary screen, biochemical, multiplexed, bead flow cytometry, human Bcl-XL. Bcl-2-like protein 1 (Homo sapiens), Q07817. Bim peptide-Bcl-XL binding, fluorescence. AID 1007, 2008. inhibition, % at 10 µM. 0.04% of 190,000 active
Active calls of the source: *; ? = inconclusive; · = not tested or not shown. Unless noted, no stated cut-off is given here; in the data, active means inhibition above about 40%.

Molecule	Bcl-W Bim block	ABCG2 block	Bim-Bcl-2	ABCB1 inh	GSH fluor	RGS7-Gao	Bcl-B Bim block	RGS4-Gao reg	Bim-Bfl-1	RGS8-Gao reg	Bim-Bcl-XL
COc1ccccc1C(=O)Nc1ccc2c(c1)OCO2	-2	5	-9	0.1	39	101	-3	104	-8	101	-2
COCCn1nnnc1C(c1ccc(Cl)cc1)N1CCSCC1 (configuration not stated)	-2	0	-9	-0.1	42	102	-7	102	-12	100	0
CC(C)(C)c1nn2cnnc2n(/N=C/c2ccccc2)c1=O	-3	27	-4	1.1	11	103	0	103	-1	101	-5
C=C(C)CN1C(=O)C(O)(CC(=O)c2ccc3c(c2)OCCO3)c2ccccc21 (configuration not stated)	-1	3	-4	0.7	27	97	-6	97	-2	99	-1
CCOC(=O)Cn1c2ccccc2c2nc(C)sc21	-13	1	-3	0.9	13	105	-4	98	-3	98	-4
Cc1ccc(Nc2nnc(SCC(=O)NCCN3C(=O)CSC3=O)s2)cc1C	12	30	6	-0.8	11	100	12	100	3	99	13
CC1CCN(C(=O)c2ccc(NS(C)(=O)=O)cc2)CC1	4	1	-7	0.2	48	·	-4	·	-7	·	-6
Cc1cccc(NC(=S)NCc2ccc3[nH]c4c(c3c2)CCCC4)c1	-3	0	2	-0.3	17	98	-8	72	5	87	-4
O=C(Cc1ccc([N+](=O)[O-])cc1)Nc1ccc2c(c1)OCO2	-2	6	-2	0.7	15	102	-2	99	-1	99	-1
Cc1nc(C)c(-c2ccccc2)c(=O)[nH]1	0	0	-5	0.0	7	99	-2	101	0	100	-3
CCOC(=O)c1sc2ncn(/N=C/c3ccc(O)cc3)c(=O)c2c1C	0	9	-1	0.6	24	102	-2	107	-4	103	-1
Cc1nn(-c2ccccn2)c2nc(-c3cccs3)cc(C(=O)N3CCOCC3)c12	-3	14	1	3.7	27	99	-5	100	1	97	-8
COc1ccc(N2C(=O)CCC(C(=O)c3ccccc3)=C2C)cc1	0	0	0	0.2	9	84	-2	87	0	92	-6
Cc1ccc(SCC(=O)N2N=CCC2c2ccccc2)cc1 (configuration not stated)	-1	12	-1	0.8	19	100	-2	99	-2	99	-3
S=C(NC1CCCCC1)c1ccc2c(c1)OCO2	-3	-1	1	-0.4	15	96	-8	99	4	96	-5
Cc1ccc(-c2nc3sc(C(N)=O)c(N)c3c3c2CCCC3)cc1	-2	3	-1	0.7	8	99	-10	103	2	100	-4
Cc1ccn2c(Nc3ccccc3C)c(-c3ccccn3)nc2c1	-1	14	0	3.7	15	100	-17	100	-5	100	-4
CCOc1cc(N2CCOCC2)c(OCC)cc1NC(=O)CN1C(=O)NC(C)(C2CC2)C1=O (configuration not stated)	-2	1	-2	0.0	17	106	-3	106	-6	106	0
N#C/C(=C/c1ccc(-c2ccc(S(N)(=O)=O)cc2)o1)c1nc2ccccc2s1	-6	42	-17	37	54	101	-13	91	-20	95	-29
C/C(=N/NC(=O)c1cc(C(C)C)[nH]n1)c1cccs1	0	41	-7	-1.5	37	100	-9	102	-17	100	-9

Ordered by value in Bcl-W Bim block (largest number first): 4 of the compounds above
| mol | Bcl-W Bim block |
| --- | --- |
| C/C(=N/NC(=O)c1cc(C(C)C)[nH]n1)c1cccs1 | 0 |
| C=C(C)CN1C(=O)C(O)(CC(=O)c2ccc3c(c2)OCCO3)c2ccccc21 (configuration not stated) | -1 |
| COCCn1nnnc1C(c1ccc(Cl)cc1)N1CCSCC1 (configuration not stated) | -2 |
| CCOC(=O)Cn1c2ccccc2c2nc(C)sc21 | -13 |

More results follow:
Molecule	Bcl-W Bim block	ABCG2 block	Bim-Bcl-2	ABCB1 inh	GSH fluor	RGS7-Gao	Bcl-B Bim block	RGS4-Gao reg	Bim-Bfl-1	RGS8-Gao reg	Bim-Bcl-XL
CCN1C(=O)c2cccc3c(S(=O)(=O)Nc4ccccc4)ccc1c23	-1	5	-5	1.4	15	102	-3	99	-3	101	1
Cc1ccc(NC2=CC(=O)CC(C)(C)C2)c(N)c1	-1	1	3	0.6	20	101	1	99	0	99	1
COc1ccc2[nH]c(=O)c(C(c3nnnn3CC3CCCO3)N3CCCCC3)cc2c1 (configuration not stated)	-1	-1	1	-0.1	15	104	-6	99	-2	102	0
Cc1cc(C(F)F)n2nc(C(=O)Nc3sc4c(c3C#N)CCC(C)C4)nc2n1 (configuration not stated)	-2	-1	-2	-0.4	20	103	-2	102	0	101	-1
Cc1cccc(C(=O)OCC(=O)NCC(C)C)c1O	1	11	-3	0.7	13	?	1	97	-1	96	0
COc1ccc(Oc2nc(C)cc(C)c2C#N)cc1	2	6	3	1.0	15	96	5	99	1	100	-3
O=C(/C=C/Nc1cccc(O)c1)c1ccccc1	-3	6	-4	1.3	8	108	-6	114	-2	99	-4
Cc1cc(CNC(=O)COc2ccc(C)c(C)c2)c2ccccc2n1	-2	18	-5	0.0	12	102	-2	99	-4	98	-5
COCCCn1c(=N)c(C(=O)NCC2CCCO2)cc2c(=O)n3ccccc3nc21 (configuration not stated)	-2	2	-2	0.3	15	98	2	97	1	99	-2
CCOC(=O)CC(=O)CSC1=C(C#N)C(c2ccccc2OC)CC(=O)N1 (configuration not stated)	0	2	-7	0.4	60	97	-7	96	-11	101	7
c1cnc2c(c1)ncc1cscc12	-3	22	-7	0.1	10	101	-7	100	-15	100	-5
COc1ccccc1-n1c(C)nnc1SCC(N)=O	0	2	-1	0.3	13	104	-3	101	-6	98	-3
CCCS(=O)(=O)N1CCN(c2ccccn2)CC1	0	2	-3	0.6	7	90	0	91	-1	95	0
COc1cc(C(=O)N2CCN(C(=O)CC(C)C)CC2)cc(OC)c1OC	0	1	-6	-1.0	28	131	-9	110	-15	97	-7
COc1ccc2cc(C3(C)NC(=O)N(CC(=O)NCc4ccco4)C3=O)ccc2c1 (configuration not stated)	2	2	-5	0.5	48	102	-7	100	-10	101	-7
CC(=O)Nc1ccc(S(=O)(=O)N[C@H](C(=O)O)C(C)C)cc1	-5	1	8	0.1	26	117	1	126	2	107	-4
O=C1/C(=C/c2ccc(N3CCOCC3)o2)SC(=Nc2ccccc2)N1CCc1c[nH]c2ccccc12	-3	127*	-20	81*	52	102	-20	104	0	87	-11
CCc1ccc(OCc2nnc(SCc3ccc(C(=O)O)cc3)o2)cc1	0	4	-1	0.7	12	103	1	104	-5	98	-3
CCOc1ccc(CCNC(=O)c2ccc(N3CCCC3=O)cc2)cc1OCC	0	2	1	0.4	16	97	5	103	0	102	3
C=CCn1c(SCC(=O)NC2CCCCC2)nnc1C1CCCCC1	0	2	0	0.6	12	118	1	108	-1	102	-2

Whole records from above. Order of values: Bcl-W Bim block	ABCG2 block	Bim-Bcl-2	ABCB1 inh	GSH fluor	RGS7-Gao	Bcl-B Bim block	RGS4-Gao reg	Bim-Bfl-1	RGS8-Gao reg	Bim-Bcl-XL
COc1ccccc1-n1c(C)nnc1SCC(N)=O is listed as 0	2	-1	0.3	13	104	-3	101	-6	98	-3
CCOc1cc(N2CCOCC2)c(OCC)cc1NC(=O)CN1C(=O)NC(C)(C2CC2)C1=O (configuration not stated) is listed as -2	1	-2	0.0	17	106	-3	106	-6	106	0
C/C(=N/NC(=O)c1cc(C(C)C)[nH]n1)c1cccs1 is listed as 0	41	-7	-1.5	37	100	-9	102	-17	100	-9
Cc1cccc(NC(=S)NCc2ccc3[nH]c4c(c3c2)CCCC4)c1 is listed as -3	0	2	-0.3	17	98	-8	72	5	87	-4

Returning to the listing with the 3 entries that preceded the break.
Molecule	Bcl-W Bim block	ABCG2 block	Bim-Bcl-2	ABCB1 inh	GSH fluor	RGS7-Gao	Bcl-B Bim block	RGS4-Gao reg	Bim-Bfl-1	RGS8-Gao reg	Bim-Bcl-XL
CCc1ccc(OCc2nnc(SCc3ccc(C(=O)O)cc3)o2)cc1	0	4	-1	0.7	12	103	1	104	-5	98	-3
CCOc1ccc(CCNC(=O)c2ccc(N3CCCC3=O)cc2)cc1OCC	0	2	1	0.4	16	97	5	103	0	102	3
C=CCn1c(SCC(=O)NC2CCCCC2)nnc1C1CCCCC1	0	2	0	0.6	12	118	1	108	-1	102	-2
CN(C)C(=O)NC(Nc1cccc([N+](=O)[O-])c1)C(Cl)(Cl)Cl (configuration not stated)	0	3	1	1.0	11	107	-4	111	-4	105	-5
C=CCn1cc(C(=O)NCCCOC)c(=O)c2cc(S(=O)(=O)N(CC)CC)ccc21	1	13	-5	1.1	50	103	-6	100	-8	102	-2
COc1ccc(OC)c(/C=N/NC(=O)c2cc(-c3ccc(C)o3)nc3ccccc23)c1	-3	9	-1	3.3	13	98	-7	97	0	96	-5
COC(=O)c1ccc(Cl)c(NC(=O)CN2CCN(Cc3ccccc3)CC2)c1	0	26	-10	3.3	34	99	-5	103	-13	103	-7
CCN(C(=O)CSc1ncnc2sc(C)c(C)c12)C1CCS(=O)(=O)C1 (configuration not stated)	-2	9	-2	-0.6	13	103	-4	106	-4	102	-1
O=C(CN1CCCCC1)Nc1ccc(NC(=O)c2ccccc2Cl)cc1Cl	-3	17	0	1.2	13	97	-4	100	0	99	-3
O=C(CCc1nnc(Cc2ccc(-c3ccccc3)cc2)o1)NCCc1ccccn1	3	1	-1	-0.1	10	97	3	100	4	92	0
O=C(CCCC(=O)OCC(F)(F)C(F)F)Nc1nccs1	2	3	0	0.3	6	103	-3	104	-10	102	-5
O=C(CSc1nccn1Cc1ccccc1)Nc1nccs1	0	9	-6	1.6	29	106	-5	100	-4	101	-5
COc1ccc(C(=O)NNC(=O)Cc2ccc(Cl)cc2)cc1	-1	0	-3	0.3	14	102	-4	100	-6	103	-1
O=C(NCc1cccs1)C1CCCN1C(=O)NC1CCCCC1 (configuration not stated)	-1	-2	-8	0.0	24	101	-8	100	-14	101	-4
